Screening results as filed in PubChem.
HCMV antiviral – human cytomegalovirus inhibition; HFF cells, HCMV-luciferase reporter, 72 h; hits give low values; activity change, negative = inhibition, % at 57.5 µM; 410,000 tested, 4.5% active; AID 1259415; in the data active = activity change below about -60%; inconclusive = no clear call, values can overlap the other calls; inactive = above about -39%
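Human foreskin fibroblasts infected with luciferase-reporter HCMV at MOI 1 PFU/cell, compounds at two doses. Luciferase measured 72 h post infection; normalized to buffer-only basal and Salinomycin (10uM) controls.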
AmpC detergent – AmpC beta-lactamase inhibition with detergent present. Potency, µM (series often up to 114 µM), inactives show at the top dose activity change, negative = inhibition, actives largely listed as inhibitors. AmpC hydrolysis of nitrocefin, absorbance 480 nm, 0.01% Triton. P00811. 370,000 tested, 0.041% active;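 also: potency is read from the fitted curve at half-maximal effect; 0% = no-compound wells and -100% = no-enzyme wells; nearly all actives have a fitted effect of over 25% in size; some results filed as inactive show a strong effect at the top dose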
Target sequence (P00811 whole entry, looked up): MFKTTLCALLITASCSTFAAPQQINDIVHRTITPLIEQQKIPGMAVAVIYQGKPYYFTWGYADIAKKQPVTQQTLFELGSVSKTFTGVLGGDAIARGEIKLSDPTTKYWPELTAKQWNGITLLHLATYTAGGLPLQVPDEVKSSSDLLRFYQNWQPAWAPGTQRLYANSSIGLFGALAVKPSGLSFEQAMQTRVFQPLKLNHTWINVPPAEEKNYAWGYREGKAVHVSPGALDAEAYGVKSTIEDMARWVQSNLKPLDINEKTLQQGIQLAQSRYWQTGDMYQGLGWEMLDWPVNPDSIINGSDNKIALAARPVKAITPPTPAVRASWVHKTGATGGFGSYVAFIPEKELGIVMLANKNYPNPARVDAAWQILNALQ
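AmpC (5.3 nM in the dispensed reagent) in 20 mM phosphate pH 7.0 with 0.01% (detergent screen) or 0.0001% Triton X-100 was preincubated with compounds for 15 min at room temperature. Nitrocefin was then added from an 800 uM solution, and hydrolysis was followed at 480 nm.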
FBPA Giardia inh – inhibitors of Giardia lamblia fructose-1,6-bisphosphate aldolase | A8B2U2 | Potency, µM (highest dose often 59.6 µM), for inactives: at the highest dose activity, negative = inhibition, usual class: inhibitors | 290,000 tested, 0.71% active | purified Giardia FBPA | AID 2451; also: potency is read from the fitted curve at half-maximal effect; nearly all actives have a fitted effect of over 55% in size
Target sequence (A8B2U2 whole entry, looked up): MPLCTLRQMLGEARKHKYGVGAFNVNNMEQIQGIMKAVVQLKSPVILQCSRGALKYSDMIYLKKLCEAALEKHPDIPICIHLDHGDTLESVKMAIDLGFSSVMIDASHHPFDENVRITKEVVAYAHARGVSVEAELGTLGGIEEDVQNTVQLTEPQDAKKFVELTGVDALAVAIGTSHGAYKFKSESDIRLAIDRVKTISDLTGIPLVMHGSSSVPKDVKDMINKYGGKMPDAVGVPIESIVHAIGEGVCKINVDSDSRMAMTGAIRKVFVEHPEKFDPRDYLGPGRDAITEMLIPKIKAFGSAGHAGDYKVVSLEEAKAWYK
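Giardia FBPA (40 nM reagent) was preincubated 10 min at RT with compound (up to 57.5 uM final), then substrate plus GAPDH/TPI/NAD/arsenate coupling system with diaphorase/resazurin was added; resorufin fluorescence (525/598 nm) was read after 20 min.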
AmpC no deterg – blocks E. coli AmpC beta-lactamase in detergent-free assay. AmpC nitrocefin hydrolysis, absorbance 480 nm, 0.0001% Triton. Potency, µM (titrated, usually from 57.1 µM), for the others: at the top dose activity change, negative = inhibition, hits mostly inhibitors. 330,000 tested, 0.52% active. AID 485341;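 also: potency is read from the fitted curve at half-maximal effect; plate controls were no compound for no effect and no enzyme for full effect; nearly all actives have a fitted effect of over 20% in size; some results filed as inactive show a strong effect at the top dose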
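AmpC (5.3 nM in the dispensed reagent) in 20 mM phosphate pH 7.0 with 0.01% (detergent screen) or 0.0001% Triton X-100 was preincubated with compounds for 15 min at room temperature. Nitrocefin was then added from an 800 uM solution, and hydrolysis was followed at 480 nm.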
HCV inhibitor – blocks hepatitis C virus; Huh7.5.1 HCVcc-Cre infection, luciferase reporter, 44 h; Potency, µM (titrated, usually from 41.8 µM), inactives show at the highest dose activity change, negative = inhibition, most hits filed as inhibitors; 340,000 tested, 3.4% active; AID 651820; also: potency is read from the fitted curve at half-maximal effect
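Seed cells (1,000/well) for 4 h; treat with compound and infect with HCVcc-Cre, moi about 0.5. Incubate 44 h, then detect luciferase activity.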
Sm TGR block – S. mansoni TGR enzyme inhibition; 360,000 tested, 3% active; purified TGR, DTNB reduction, TNB absorbance 405 nm; Potency, µM (titrated, usually from 114 µM), without a hit: at the highest dose activity change, negative = inhibition, most hits filed as inhibitors; Q962Y6; also: potency is read from the fitted curve at half-maximal effect; nearly all actives have a fitted effect of over 60% in size
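TGR 20 nM + NADPH 100 uM (dispensed conc.), cpd preinc 15 min RT; start with NADPH (500 uM addition) then DTNB (15 mM addition). Kinetic TNB absorbance, 405 nm filter. Four-parameter Hill fit across titration.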
* marks the source's active call; other numbers are inactive results; ? = inconclusive; / = not tested or not shown; [ ] = dose if it differs, or a comment. Unless noted, calls follow the shape of the dose curve; as a rule, active = well fitted curve in the direction sought with a large enough effect; inconclusive = small, poorly fitted or top-dose-only effect, or another doubt; inactive = no such curve, though single readings can be large; an effect the other way counts as inactive or inconclusive. Unless noted, % is scaled to controls: 0 for no effect and ±100 for the full control effect. Outcome played no part in choosing rows (roughly 9.9% active in at least one column).

SMILES | HCMV antiviral | AmpC detergent | FBPA Giardia inh | AmpC no deterg | HCV inhibitor | Sm TGR block
COc1ccc(CCNC(=O)c2ccccc2NC(=O)C2=C(C)OCCS2)cc1OC | 16 | 5% | / | 30% | -9% | -4%
COc1ccc(C(CC(=O)O)NC(=O)c2cc3cc(Br)ccc3oc2=O)cc1OC (configuration not stated) | 2 | 4% | 10% | -19% | 0% | -3%
Cc1ncoc1C(=O)Nc1nccs1 | 19 | 5% | -7% | -17% | 11% | 67%[activator]
CCOC(=O)c1cnc(SCC(=O)N2CCOCC2)nc1N | 29 | -2% | 5% | 126%[activator] | 10% | -13%
CN(c1ccccc1)S(=O)(=O)c1ccc(C(=O)Nc2nnc(C3=COCCO3)o2)cc1 | -30 | 3% | 11µM* | -44% | 0% | -3%
Cc1ccc(NC(=O)COc2cccc(C)c2C)cc1S(=O)(=O)N1CCCCCC1 | ? | -11% | / | -41% | 6.3µM* | 2%
CN(C)CC1(c2ccccc2)CCCC1 | 36 | -16% | -7% | -5% | 9% | 3%
O=C(OCC(=O)N1CCN(c2ccccc2)CC1)c1ccc[n+]([O-])c1 | 6 | -9% | -23% | 4%[2.29 µM] | -10% | -12%
Cc1cc(C)nc(N/C(=N\S(=O)(=O)Cc2ccccc2)Nc2ccccc2Br)n1 | ? | -7% | 1% | -1% | -7% | -8%
CN(C)C(CNC(C(=O)Nc1ccc(F)cc1)c1ccccc1)c1ccccc1 (configuration not stated) | -22 | 2% | / | 36% | -12% | 0%
Nc1ccc(C(=O)N/N=C/c2cn(Cc3ccc(F)cc3)c3ccccc23)cc1 | 15 | -13% | 4% | -40% | -17% | 2%
CC1(C)O[C@@H]2[C@H](O1)[C@@H](COS(=O)(=O)O)O[C@H]2n1c(=S)[nH]c2c(=O)[nH]c(N)nc21 | 9 | -10% | / | -9% | -2% | 11%

Rewritten as tab-separated lines: part of the list above
mol	HCMV antiviral	AmpC detergent	FBPA Giardia inh	AmpC no deterg	HCV inhibitor	Sm TGR block
COc1ccc(C(CC(=O)O)NC(=O)c2cc3cc(Br)ccc3oc2=O)cc1OC (configuration not stated)	2	4%	10%	-19%	0%	-3%
Cc1ncoc1C(=O)Nc1nccs1	19	5%	-7%	-17%	11%	67%[activator]
CCOC(=O)c1cnc(SCC(=O)N2CCOCC2)nc1N	29	-2%	5%	126%[activator]	10%	-13%
CN(c1ccccc1)S(=O)(=O)c1ccc(C(=O)Nc2nnc(C3=COCCO3)o2)cc1	-30	3%	11µM*	-44%	0%	-3%
Cc1ccc(NC(=O)COc2cccc(C)c2C)cc1S(=O)(=O)N1CCCCCC1	?	-11%	/	-41%	6.3µM*	2%

Single records, as listed above.
COc1ccc(CCNC(=O)c2ccccc2NC(=O)C2=C(C)OCCS2)cc1OC is entered as HCMV antiviral = 16; AmpC detergent = 5%; FBPA Giardia inh = /; AmpC no deterg = 30%; HCV inhibitor = -9%; Sm TGR block = -4%
CCOC(=O)c1cnc(SCC(=O)N2CCOCC2)nc1N is entered as HCMV antiviral = 29; AmpC detergent = -2%; FBPA Giardia inh = 5%; AmpC no deterg = 126%[activator]; HCV inhibitor = 10%; Sm TGR block = -13%

The listing continues:
SMILES | HCMV antiviral | AmpC detergent | FBPA Giardia inh | AmpC no deterg | HCV inhibitor | Sm TGR block
CC(=O)Nc1ccc(S(=O)(=O)n2cnc3ccccc32)cc1 | -10 | -3% | -3% | -24% | 5% | -10%
COc1ccc(C(C)=O)cc1CSCc1cc(C(C)=O)ccc1OC | 14 | -2% | 4% | 9% | -25% | 5%
Cc1cccc(NC(=O)CSc2nc(COc3ccccc3)nc3ccccc23)c1C | ? | -10% | 1% | -4% | -19% | 2%
CC(NC(=O)C1CCN(S(=O)(=O)c2cccc3nonc23)CC1)c1ccccc1 (configuration not stated) | -88* | -13% | -6% | -23% | 5% | 1%
O=c1c(=O)n(O)c2ccccc2n1O | 15 | -10% | 18µM* | -11% | 7% | 0%
O=c1[nH]c(SCc2ccc(F)cc2)nc2c1cnn2-c1ccc(F)cc1 | -12 | -4% | -15% | -29% | 23% | -4%
O=C(NCc1ccc(F)cc1)C1CCN(S(=O)(=O)N2CCCC2)CC1 | -32 | 3% | 5% | -13% | 10% | 10%
CCCC(=O)C1=C(SCC)CC(C)(C)C(C(=O)OC)C1=O (configuration not stated) | -36 | -5% | 5% | -6% | 2% | -11%
S=c1[nH]nc(C2CCCCC2)n1/N=C/c1ccccc1Cl | 10 | ? | 3% | -46% | 37%[activator] | -13%
Cc1c(C(=O)Nc2ccccc2)sc2nc(-c3cc4cc(Cl)ccc4oc3=O)[nH]c(=O)c12 | 10 | 5% | / | / | / | -10%
CCc1nc2cccnc2n1-c1ccc(CC(=O)Nc2ccccc2Cl)cc1 | ? | 1% | / | / | / | -7%
CCC(=O)N1CCC2(CC1)Oc1ccc(Cl)cc1C(=O)C21CC(c2cccnc2)=NO1 (configuration not stated) | 11 | -3% | 3% | 198%[activator] | 9% | 6%
CCOC(=O)c1cc(-c2cccs2)nc2c1c(C)nn2-c1ccccn1 | -86* | 7% | 8% | 153%[activator] | 10µM* | 0%
C=CCn1c(SCC(=O)Nc2cc(C)on2)nc2sc(C)c(C)c2c1=O | -13 | -7% | 3% | -16% | -8% | 0%
COc1ccc(CNC(=O)c2cc3cc(C)ccc3n2C)cc1 | -79* | 14% | / | / | / | 4%
C#CCSc1nnnn1-c1cccc(Cl)c1 | -5 | 3% | 3% | -25% | 25µM* | 4%
COc1ccc(S(=O)(=O)N2CCOC2CNC(=O)C(=O)NCCCN2CCOCC2)cc1C (configuration not stated) | -5 | -2% | -8% | -6% | 15% | 3%
CCCc1cc(=O)[nH]c(SCC(=O)N2CCN(S(=O)(=O)c3ccc(C)cc3)C2)n1 | 26 | ? | -8% | -5% | 9% | -25%
CCOC(=O)C1(Cc2ccc(OC)cc2)CCN(C(=O)c2cc(C)on2)CC1 | -20 | -12% | 8% | 87%[activator] | -3% | 3%
CC1CN(C(=O)c2cccs2)CC(C)O1 (configuration not stated) | 0 | 4% | -4% | -17% | 16% | 9%
Nc1c(C(=O)N2CCCCCC2)oc2ccccc12 | 0 | -3% | 3% | 1% | -22% | 0%
CC(C)NCC(O)c1ccc(C2CCCC2)cc1 (configuration not stated) | -37 | ? | 4% | -10% | ? | 5%
Cc1ccc(CCNC(=O)c2cc3c(=O)n(C)c4ccccc4c3n2C)cc1 | -16 | -4% | / | / | / | -10%
Cc1ccc(NS(=O)(=O)c2cccc(C(=O)Nc3cc(C)on3)c2)cc1 | 1 | ? | 1% | -51% | ? | -12%
O=C(Nc1ccc(C(=O)OCc2cc(=O)n3nc(C4CC4)sc3n2)cc1)c1cccc(Cl)c1 | 9 | 11% | / | / | / | 3%
COc1ccc(S(=O)(=O)Nc2ccc3oc(C)c(C(=O)O)c3c2)cc1 | -28 | -7% | -23% | -28% | 5% | 2%
COc1cccc(C(=O)c2c(C)c(CCC#N)n3ccccc23)c1OC | 0 | -1% | -3% | -22% | 14% | -19%
Cc1c(C(=O)NCCc2ccc3c(c2)OCCO3)oc2ccccc12 | -8 | -2% | 2% | -14% | 14% | -9%
CCCC(=O)Nc1ccc(S(=O)(=O)Nc2cc(OC)ncn2)cc1 | -7 | -2% | -26% | -3% | 14% | -12%
CCS(=O)(=O)Nc1ccc(C2=NN(C(C)=O)C(c3cccs3)C2)cc1 (configuration not stated) | -15 | 3% | 2% | -29% | ? | 4%
C#CCOCCOCCOCCNc1nc(N2CCN(C(=O)[C@H](C(C)C)n3cc(CCO)nn3)CC2)nc(N2CCN(C(=O)[C@H]([C@@H](C)CC)n3cc(CCCN=C(N)N)nn3)CC2)n1 | -10 | 3% | -27% | 330%[activator] | -5%[8.37 µM] | -5%
CCCCOC(C)n1cc(F)c(=O)[nH]c1=O (configuration not stated) | -16 | -3% | 2% | -14% | 35%[activator] | -24%
Cc1ccc(C(=O)COC(=O)c2cccc([N+](=O)[O-])c2)s1 | -6 | -8% | / | -6% | 10% | -1%
FC(F)(F)c1ccc2c(c1)ncc1c(-c3ccccc3)nn(-c3ccccc3)c12 | 6 | 1% | / | / | / | 5%
Cc1ccc2nc(N(Cc3cccnc3)C(=O)C3COc4ccccc4O3)sc2c1 (configuration not stated) | 27 | 3% | / | / | / | 0%
COc1ccc(NC(=O)CCN2C(=O)C3CC=CCC3C2=O)cc1S(=O)(=O)N1CCCCC1 (configuration not stated) | -7 | ? | / | -24% | 2% | -19%
O=C(/C=C/c1ccccc1)NC(=O)c1ccccc1O | 5 | -10% | 11% | -25% | 13% | -4%
Cc1ccc(NC(=O)CSc2n[nH]c(C)c2[N+](=O)[O-])cc1C | -69* | ? | 1% | -28% | 7% | -6%
CCOC(=O)Cn1nnnc1CN(Cc1ccc(OC)cc1)Cc1cc2cc(CC)ccc2[nH]c1=O | 24 | -1% | -30% | 61%[activator] | 3% | 2%
CN1CCCC(OC(=O)c2cc(Cl)cc(Cl)c2)C1 (configuration not stated) | 25 | -6% | 1% | 2% | -24% | -14%
CCc1nn(CC(=O)Nc2ccc(N(CC)CC)cc2C)c(=O)c2cc3sccc3n12 | 3 | 19% | / | / | / | 2%
COCCNc1nnc(SCC(=O)c2ccc3c(c2)OCO3)s1 | 23 | -6% | 0% | 17% | -5% | -13%
CCOc1ccc(C(=O)NCc2cccs2)cc1 | 65 | -16% | 4% | -1% | -8% | -2%
COc1ccc(C(=O)CSc2nnnn2C)c(OC)c1 | -15 | ? | -2% | -2% | -2% | 4%
CCCCC(=O)NC(Nc1ccc(C)cn1)(C(=O)OCC)C(F)(F)F (configuration not stated) | -3 | -5% | 2% | 1% | ? | 5%
CCC1CCCCN1C(=O)COC(=O)c1ccc(Br)o1 (configuration not stated) | -32 | 7% | / | -14% | 7% | ?
COc1ccccc1Nc1ccc([N+](=O)[O-])cn1 | -6 | 0% | -4% | -11% | 7% | 8%
COc1ccccc1CNCC(c1ccccc1)c1ccccc1 | -5 | ? | ? | -1% | / | -11%
Oc1ccc(C[C@H]2CNCCN2CCC23CC4CC(CC(C4)C2)C3)cc1 | -32 | -9% | / | 24% | ? | -21%
Oc1cccc2cnccc12 | -21 | ? | ? | -21% | -13% | -30%
CC1=NNC(=O)C1CCC(=O)N/N=C\c1cccc(Cl)c1 (configuration not stated) | 6 | 0% | -4% | -44% | 13% | 13%
COc1ccc(Nc2nc(NCCO)nc(OC)n2)cc1 | 78 | -6% | 0% | -8% | -1% | -13%
Cc1ccc(Cl)cc1NC(=O)Cn1cc2c(n1)CCCCC2 | -15 | 18% | / | / | / | 7%
OCCC1CN(Cc2nc3ccccc3s2)CCN1C1CCCCC1 (configuration not stated) | -13 | 0% | 2% | 14% | 9% | -4%
CCCC(=O)Nc1ccc(C)c(O)c1 | 46 | -14% | 0% | -3% | ? | -1%
COc1ccccc1C(=O)N1CCN=C1SCc1cccnc1 | 4 | ? | 4% | -3% | 8% | 0%
